Compound activity from PubChem BioAssay.
14-3-3g Raf – 14-3-3 gamma protein interaction modulation; FP, 14-3-3gamma / TMR-pS259-Raf peptide binding; inhibition, % at 40 µM; actives 0.19% (n = 160,000); in the data active means inhibition above about 30%;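 further: 0% = protein plus tracer without compound and 100% = blank with tracer alone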
Target sequence (P61981 whole entry, looked up): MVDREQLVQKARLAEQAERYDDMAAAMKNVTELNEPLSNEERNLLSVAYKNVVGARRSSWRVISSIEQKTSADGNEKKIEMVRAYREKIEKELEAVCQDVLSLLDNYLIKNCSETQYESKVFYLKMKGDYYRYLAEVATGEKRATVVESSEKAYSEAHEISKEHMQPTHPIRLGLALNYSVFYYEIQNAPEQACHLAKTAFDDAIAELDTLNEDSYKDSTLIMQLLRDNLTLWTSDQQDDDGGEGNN
The depositor's hits bear a star; & = joins results of further samples. The list is partial; count on the stated rates, not on these rows.

Start of the data: the first 4 compounds, to show the layout:
`O=C(Nc1nccs1)c1cccc(S(=O)(=O)N2CCOCC2)c1` gave 14-3-3g Raf 1.0.
For Cc1nc(N2CCC(C)CC2)c2c(C)c(C(=O)Nc3ccccc3C(F)(F)F)sc2n1 the results were 14-3-3g Raf -1.8.
CCc1cccc(NS(=O)(=O)c2cc(Br)cc3c2N(C(C)=O)C(C)C3)c1 (configuration not stated) was read as 14-3-3g Raf -23.1.
Screening Cc1cc(C)c(S(=O)(=O)Nc2cc(C(F)(F)F)ccc2Cl)c(C)c1 returned 14-3-3g Raf -2.5.

The whole of this part, from the start:
`O=C(Nc1nccs1)c1cccc(S(=O)(=O)N2CCOCC2)c1` gave 14-3-3g Raf 1.0.
For Cc1nc(N2CCC(C)CC2)c2c(C)c(C(=O)Nc3ccccc3C(F)(F)F)sc2n1 the results were 14-3-3g Raf -1.8.
CCc1cccc(NS(=O)(=O)c2cc(Br)cc3c2N(C(C)=O)C(C)C3)c1 (configuration not stated) was read as 14-3-3g Raf -23.1.
Screening Cc1cc(C)c(S(=O)(=O)Nc2cc(C(F)(F)F)ccc2Cl)c(C)c1 returned 14-3-3g Raf -2.5.
`O=C(C1CCCCC1)N1CCN=C1SCc1ccc(Br)cc1` gave 14-3-3g Raf -1.0.
For COc1ccc(-c2nnn(CC(=O)N(CC(=O)NC3CCCC3)c3cccc(C)c3)n2)cc1OC the results were 14-3-3g Raf -7.9.
Screening CCOC(=O)c1[nH]c2c(c1C)C(=O)CC(c1cccs1)C2 (configuration not stated) returned 14-3-3g Raf -0.7.
For CCOC(=O)c1cnc2c(OC)cccc2c1NCc1ccco1 the results were 14-3-3g Raf -9.8.
Screening O=C(NCCCN1CCN(CCCNC(=O)c2ccccc2F)CC1)c1ccccc1F returned 14-3-3g Raf -1.3.
Cc1ccc2c(c1)C(c1ccc(F)cc1)N(C(=O)c1ccco1)CC(=O)N2 (configuration not stated) was read as 14-3-3g Raf -18.4.
For Cc1ccc(-c2csc(NC(=O)Nc3ccccc3)n2)cc1 the results were 14-3-3g Raf 1.0.
`Nc1c(C(=O)NCCc2ccccc2)nnn1Cc1ccc(Cl)cc1` gave 14-3-3g Raf -8.7.
Screening COc1cc2[nH]c(=O)n(CCC(=O)NCc3ccc4c(c3)OCO4)c(=O)c2cc1OC returned 14-3-3g Raf -9.0.
`COc1ccc(S(=O)(=O)NCc2ccc(C(=O)NC3CCCCC3C)cc2)cc1` (configuration not stated) gave 14-3-3g Raf -13.6.
For COc1ccc(NC(=O)c2cccc(N3C(=O)c4ccc([N+](=O)[O-])cc4C3=O)c2)cc1 the results were 14-3-3g Raf 1.4.
CCN(CC)S(=O)(=O)c1ccc(NC(=O)c2c(-c3ccccc3)noc2C)cc1 was read as 14-3-3g Raf 0.5.
Cc1ccc(C2CC(=O)NC(SCc3ccccc3)=C2C#N)o1 (configuration not stated) was read as 14-3-3g Raf -2.7.
CN1CCN(c2nc3c(c(=O)[nH]c(=O)n3C)n2Cc2cccc3ccccc23)CC1 was read as 14-3-3g Raf 2.8.
For COC(=O)C1=C(C)NC2=C(C(=O)CC(c3ccc(Cl)cc3)C2)C1c1ccc(OC)cc1OC (configuration not stated) the results were 14-3-3g Raf 0.5.
`COc1cc(NC(=O)CCc2ccccc2)nc(OC)n1` gave 14-3-3g Raf -4.7.
For COc1ccc(C(c2c(C)n(C)n(-c3ccccc3)c2=O)c2c(C)n(C)n(-c3ccccc3)c2=O)c(OC)c1OC the results were 14-3-3g Raf -0.3.
`CC(=O)c1ccc(NC2OC(CO)C(O)C(O)C2O)cc1` (configuration not stated) gave 14-3-3g Raf 8.8.
Screening COc1cccc(CNc2nn[nH]n2)c1OC returned 14-3-3g Raf 7.5.
O=C(CCn1c(=S)[nH]c2ccccc2c1=O)NCCCN1CCCC1=O was read as 14-3-3g Raf 3.0.
Screening CC(C)Cc1ccc(C#N)c(SC2CC(=O)N(c3ccc(Br)cc3)C2=O)n1 (configuration not stated) returned 14-3-3g Raf -81.8.
Screening CCCCNC(=O)CCCCCNS(=O)(=O)c1ccc(OC)cc1 returned 14-3-3g Raf -4.0.
`CC1=C(C(=O)OCc2ccccc2)C(c2cc([N+](=O)[O-])ccc2Cl)CC(=O)N1` (configuration not stated) gave 14-3-3g Raf 2.0.
Screening CCOC(=O)C1CCCN(S(=O)(=O)Cc2ccccc2)C1 (configuration not stated) returned 14-3-3g Raf -7.7.
Screening Nc1ncnc(Nc2ccc(F)cc2)c1[N+](=O)[O-] returned 14-3-3g Raf -5.8.
CCCCN1C(=O)c2ccccc2C1C(=O)NC1CCCC1 (configuration not stated) was read as 14-3-3g Raf 8.0&-9.0.
For Cc1ccc(C)c(NC(=O)CSc2nc3c(c(=O)n2C)SC(C)C3)c1 (configuration not stated) the results were 14-3-3g Raf -3.7&-13.9.
Screening CCOC(=O)CSc1nnc2n1C(C)(C)Cc1ccccc1-2 returned 14-3-3g Raf -5.5.
CCCCc1c(O)nc(SCC(=O)N2CCCCC2)n(-c2ccccc2C)c1=O was read as 14-3-3g Raf -3.1.
`CC(C)NC(=O)CN1C(=O)CSc2ccc(S(=O)(=O)N3CCOCC3)cc21` gave 14-3-3g Raf -4.3.
For COC(=O)C1=C(CSc2nc3ccccc3o2)NC(=O)NC1c1cc(C)ccc1C (configuration not stated) the results were 14-3-3g Raf -2.0.
`O=C1OC(c2ccc(Br)cc2)=N/C1=C\N1CCCCC1` gave 14-3-3g Raf -7.9.
N#Cc1nc(-c2ccccc2F)oc1NC1CCCCC1 was read as 14-3-3g Raf -3.1.
For Cn1c2c(c(=O)n(C)c1=O)C(NC(=O)C1CCCCC1)(C(F)(F)F)C(=O)N2 (configuration not stated) the results were 14-3-3g Raf 2.4.
Cc1cccc(C(=O)NCc2nnc(SCC(=O)N3CCN(c4ccccc4)CC3)n2C)c1 was read as 14-3-3g Raf 5.1.
Screening O=[N+]([O-])c1ccccc1Nc1nc(OCC(F)(F)F)nc(OCC(F)(F)F)n1 returned 14-3-3g Raf -1.3.
`Cc1cc(I)ccc1NC(=O)c1cncc(Br)c1` gave 14-3-3g Raf -2.1.
For CCC(=S)C=C1Sc2ccc(OC)cc2N1CC the results were 14-3-3g Raf -213.0.
Cc1cccnc1NCc1ccc(O)c2ncccc12 was read as 14-3-3g Raf 4.8.
For CCN(CC)C(=O)c1c(NC(=O)c2cccc(C)c2)sc2c1CCCCC2 the results were 14-3-3g Raf -8.2.
Screening CCCSC1=C(C#N)C(c2ccc(OC)cc2)C2=C(CC(C)(C)CC2=O)N1 (configuration not stated) returned 14-3-3g Raf 7.0.
Screening COc1ccccc1NC(=O)C1=C(C)NC2=C(C(=O)CC(c3ccc(OC)c(OC)c3)C2)C1c1cccs1 (configuration not stated) returned 14-3-3g Raf -12.1.
For N#CCCN(CCC#N)S(=O)(=O)c1ccc2ccccc2c1 the results were 14-3-3g Raf 4.8.
`CCOc1ccc(-n2cc(C(=O)Nc3cccc(C)n3)c3cc(OC)c(OC)cc3c2=O)cc1` gave 14-3-3g Raf -2.3.
O=C(NCC1CCCO1)C1c2ccccc2C(=O)N1C1CCCCCC1 (configuration not stated) was read as 14-3-3g Raf 0.5.
`COc1ccc(C2CC(C(F)(F)F)n3nc(C(=O)Nc4cc(C(F)(F)F)ccc4Cl)cc3N2)cc1OC` (configuration not stated) gave 14-3-3g Raf -5.1.
`CCCCOc1cccc(NC(=O)c2ccc(Cl)c([N+](=O)[O-])c2)c1` gave 14-3-3g Raf -36.0.
`C=CCSc1nnc2c(n1)OC(c1ccc(C(=O)O)cc1)N(C(C)=O)c1ccccc1-2` (configuration not stated) gave 14-3-3g Raf 2.1.
For CCOC(=O)C1CCN(CCC(=O)Nc2cc(C)ccc2OC)CC1 the results were 14-3-3g Raf -8.9.
`COc1ccc(C(=O)NCCNC(=O)c2ccncc2)cc1` gave 14-3-3g Raf -10.1.
For COc1ccc(C(=O)Oc2c(C)occc2=O)cc1OC the results were 14-3-3g Raf -0.1.
CCOC(=O)CCNC(C)C1COc2ccccc2O1 (configuration not stated) was read as 14-3-3g Raf -5.8&-0.3.
`COC(=O)c1sc2ccccc2c1NC(=O)c1ccc(S(=O)(=O)N2CC(C)OC(C)C2)cc1` (configuration not stated) gave 14-3-3g Raf -14.5.
`O=C(Nc1cccc2c1C(=O)c1ccccc1C2=O)c1cccc(F)c1` gave 14-3-3g Raf 4.1.
For Cc1ccc(CN(Cc2ccccn2)C(=O)Nc2ccc(C)c(C)c2)cc1 the results were 14-3-3g Raf 2.6.
Cc1cccc(C(=O)Nc2c3c(nn2-c2ccc(C)cc2C)CS(=O)(=O)C3)c1 was read as 14-3-3g Raf 0.4.
For CCOc1ccc(C2C(C(=O)OC3CCCC3)=C(C)NC3=C2C(=O)CC(c2ccccc2)C3)cc1 (configuration not stated) the results were 14-3-3g Raf -2.0.
For COc1ccc2cc3cc(C(=O)NC4CCCCCC4)sc3nc2c1 the results were 14-3-3g Raf -6.1.
For O=C(O)c1cc(N2CCOCC2)c([N+](=O)[O-])cc1C(=O)O the results were 14-3-3g Raf -1.0.
Nc1c(C(=O)N2CCCCC2)sc2nc3c(cc12)CCCCC3 was read as 14-3-3g Raf -5.6.
Screening Cc1cccn2c(=O)c3cc(C(=O)NCCc4ccccc4)c(=N)n(C4CCCC4)c3nc12 returned 14-3-3g Raf -8.8.
CN(C)CCN1C(=O)C2C3c4ccccc4C([N+](=O)[O-])(c4ccccc43)C2C1=O (configuration not stated) was read as 14-3-3g Raf -14.2.
`COc1ccc(S(=O)(=O)Nc2cc(C(C)C)c(O)cc2C)cc1` gave 14-3-3g Raf 1.3.
COc1ccc(C(=O)COC(=O)c2ccc3c(c2)OCCO3)cc1 was read as 14-3-3g Raf 0.0.
CC12CN3CC(C)(CN(C1)C31CN(Cc3ccccc3)c3ccccc31)C2=O (configuration not stated) was read as 14-3-3g Raf 2.3.
Screening Cc1ccc2oc(=O)c(-c3nc(-c4ccc(Br)cc4)cs3)cc2c1 returned 14-3-3g Raf -2.4.
`O=C1CC(c2ccc3c(c2)OCO3)c2cc3c(cc2N1)OCCO3` (configuration not stated) gave 14-3-3g Raf -5.6.
`CCOC(=O)c1cc2c(=O)n3ccccc3nc2n(CCCOC)c1=NC(C)=O` gave 14-3-3g Raf -3.9&3.4.
Screening O=C(c1ccc(N2C(=O)C3C4C=CC(C4)C3C2=O)cc1)N1CCN(C(=O)c2ccc(N3C(=O)C4C5C=CC(C5)C4C3=O)cc2)CC1 (configuration not stated) returned 14-3-3g Raf -3.2.
O=C(CCS(=O)(=O)c1ccc(Br)s1)Nc1ccc(F)cc1 was read as 14-3-3g Raf -6.7.
For COC(=O)c1ccc2c(=O)n(C3CCCC(C)C3C)c(=S)[nH]c2c1 (configuration not stated) the results were 14-3-3g Raf 2.2.
`CCOc1ccc2nc(N3CCC(C(=O)N4CCN(C(=O)c5ccco5)CC4)CC3)sc2c1` gave 14-3-3g Raf -2.1.
O=C(O)CNS(=O)(=O)c1cccs1 was read as 14-3-3g Raf 2.6.
Screening CCOc1ccc(-n2c(=O)c3c(C)c(C(=O)N(C)C)sc3n(CC(=O)Nc3c(C)cc(C)cc3C)c2=O)cc1 returned 14-3-3g Raf -10.6.
Screening COC(=O)c1c(C(=O)OC)c(C)n(Cc2ccco2)c1C returned 14-3-3g Raf -4.0.
Screening Cc1nn(C)c(C)c1S(=O)(=O)N(CC(=O)NCc1cccs1)c1ccc(C(C)C)cc1 returned 14-3-3g Raf -2.6.

Arranged by heavy-atom count (low to high): some entries from above.
O=C(O)CNS(=O)(=O)c1cccs1 was read as 14-3-3g Raf 2.6.
O=C(CCS(=O)(=O)c1ccc(Br)s1)Nc1ccc(F)cc1 was read as 14-3-3g Raf -6.7.
`COc1ccc(S(=O)(=O)Nc2cc(C(C)C)c(O)cc2C)cc1` gave 14-3-3g Raf 1.3.
Screening Cc1ccc2oc(=O)c(-c3nc(-c4ccc(Br)cc4)cs3)cc2c1 returned 14-3-3g Raf -2.4.
CC12CN3CC(C)(CN(C1)C31CN(Cc3ccccc3)c3ccccc31)C2=O (configuration not stated) was read as 14-3-3g Raf 2.3.
`CCOC(=O)c1cc2c(=O)n3ccccc3nc2n(CCCOC)c1=NC(C)=O` gave 14-3-3g Raf -3.9&3.4.
Screening Cc1nn(C)c(C)c1S(=O)(=O)N(CC(=O)NCc1cccs1)c1ccc(C(C)C)cc1 returned 14-3-3g Raf -2.6.
`CCOc1ccc2nc(N3CCC(C(=O)N4CCN(C(=O)c5ccco5)CC4)CC3)sc2c1` gave 14-3-3g Raf -2.1.
Screening CCOc1ccc(-n2c(=O)c3c(C)c(C(=O)N(C)C)sc3n(CC(=O)Nc3c(C)cc(C)cc3C)c2=O)cc1 returned 14-3-3g Raf -10.6.
Screening O=C(c1ccc(N2C(=O)C3C4C=CC(C4)C3C2=O)cc1)N1CCN(C(=O)c2ccc(N3C(=O)C4C5C=CC(C5)C4C3=O)cc2)CC1 (configuration not stated) returned 14-3-3g Raf -3.2.

Next records follow:
For CCc1ccc(-n2c(N)c(C(=O)Nc3ccccc3OC)sc2=S)cc1 the results were 14-3-3g Raf 0.6.
`Cc1ccc(N2Cc3ccccc3C2=O)cc1` gave 14-3-3g Raf -5.5.
Cc1nn(CC(=O)N2CCOCC2)c(=O)c2ccccc12 was read as 14-3-3g Raf -3.6.
For Cc1cccc(NC(=O)CSc2nccn2-c2cccc(C)c2)c1 the results were 14-3-3g Raf -5.1.
Screening COC(=O)c1ccc2c(c1)C(=O)N(c1ccc(C(=O)OCC(C)C)cc1)C2=O returned 14-3-3g Raf -1.2.
CC1=C(C(=O)OC2CCCCC2)C(c2cccs2)n2c(nc3ccccc32)N1 (configuration not stated) was read as 14-3-3g Raf -5.1.
CCOc1ccc(C(=O)N(C)C2CCS(=O)(=O)C2)cc1 (configuration not stated) was read as 14-3-3g Raf -1.3.
`COc1ccc(Cc2nnc(SCC(=O)NCCc3ccccc3)o2)cc1` gave 14-3-3g Raf -0.1.
`O=C(Cc1cccs1)N1CCN(C(=O)c2ccco2)CC1` gave 14-3-3g Raf -21.3.
For CCOC(=O)C1=C(C)NC(=O)NC1C1CC=CCC1 (configuration not stated) the results were 14-3-3g Raf 3.1&-4.2.
Screening Cc1cccc(NCc2nc(-c3ccccc3)no2)c1 returned 14-3-3g Raf -5.6.
Screening Cn1cccc1Cc1nnc(SCC(=O)Nc2ccc(Cl)cc2)n1-c1ccc(F)cc1 returned 14-3-3g Raf -3.6.
Screening Cc1ccc(-c2nn(CCC(=O)N3CCN(C)CC3)c(=O)c3ccccc23)cc1 returned 14-3-3g Raf 7.4.
